Screening data: PubChem BioAssay, several laboratories
Dengue-2 NS5 capping – flavivirus cap methylation enzyme inhibition – biochemical, confirmation dose response, primary screen (AID 588689); inhibition, % at 25 µM, or IC50 in µM where a hit was titrated; Dengue-2 NS5 methyltransferase capping enzyme assay, biochemical; higher % means a stronger effect; hit rate 0.3% among 340,000; in the data active = a potency from the dose series; inconclusive = inhibition above about 29% without an active follow-up result
NTR1 agonist – agonists of NTR1, primary screen, imaging, U2OS cells, beta-arrestin-GFP, high content (AID 493036) | activation, % at 20 µM | hit rate 0.17% among 330,000 | P30989 | NTR1-U2OS beta-arrestin-GFP spot imaging, agonist mode;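 active = activation at or above 40% of the spot to cytoplasm intensity ratio, with at least 20 cells analyzed; inconclusive = wells under 20 cells, flagged as cytotoxic or low count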;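 note: 0% = DMSO without peptide and 100% = 100 nM NTR1 peptide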
Target sequence (P30989 whole entry, looked up): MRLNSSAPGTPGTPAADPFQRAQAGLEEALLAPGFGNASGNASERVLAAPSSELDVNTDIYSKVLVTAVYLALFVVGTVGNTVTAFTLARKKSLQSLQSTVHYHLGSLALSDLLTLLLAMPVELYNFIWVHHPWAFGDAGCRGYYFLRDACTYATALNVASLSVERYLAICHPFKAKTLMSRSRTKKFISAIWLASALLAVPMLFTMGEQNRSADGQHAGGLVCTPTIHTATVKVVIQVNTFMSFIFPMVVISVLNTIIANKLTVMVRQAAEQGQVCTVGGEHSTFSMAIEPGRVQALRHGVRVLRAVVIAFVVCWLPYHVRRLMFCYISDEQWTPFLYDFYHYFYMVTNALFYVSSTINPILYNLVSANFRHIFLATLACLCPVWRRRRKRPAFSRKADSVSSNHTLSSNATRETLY
AID2073 – disruptors of CaV2.2 binding to Mint1 – biochemical, HTRF (AID 2073); one-dose inhibition, % at 20 µM; IC50 in µM for titrated hits; HTRF protein-protein interaction, Mint1-CaV2.2; higher % means a stronger effect; hit rate 0.19% among 290,000; in the data active = inhibition mostly above about 51%, no sharp cut-off; inconclusive = no clear call, values can overlap the other calls; inactive = mostly below about 53%; note: some results filed as inactive read as strong as hits
Autophagy mod – modulators of autophagy; hit rate 0.98% among 190,000; calls only at 10 µM (by protocol); MEF GFP-LC3 puncta imaging; test concentration mostly 10 µM; AID 463193;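 active = percentage of spot-positive cells more than 3 SD above its plate mean, without a fluorescence outlier flag or 80% toxicity; inconclusive = no clear call, values can overlap the other calls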;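 note: spot-positive cell cutoff set from DMSO-treated cells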
LYP inhibition – inhibitors of LYP phosphatase, biochemical, fluorescence intensity, uHTS (AID 1779). hit rate 0.054% among 290,000. inhibition, % at 11.5 µM, or IC50 in µM where a hit was titrated. recombinant LYP phosphatase, fluorescence intensity; higher % means a stronger effect; in the data active = inhibition above about 50%;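 note: plate controls were vehicle with enzyme for no effect and no enzyme for full effect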
WT yeast gro inh – growth inhibition of WT yeast, mitochondrial fusion screen; inhibition, % at 10 µM; mitochondrial fusion phenotypic screen, WT strain; hit rate 2.1% among 190,000; in the data active = inhibition above about 58%; tested in S. cerevisiae
GPR35 antagonists – GPR35 antagonists blocking zaprinast-driven arrestin recruitment, primary screen, imaging, U2OS, beta-arrestin-GFP, zaprinast agonist (AID 2058); U2OS GPR35 beta-arrestin-GFP translocation imaging, zaprinast antagonism; higher % means a stronger effect; inhibition, % at 10 µM, or IC50 in µM where a hit was titrated; hit rate 0.052% among 290,000;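 active = inhibition of at least 50% with at least 30 cells and total cytoplasm GFP at most 10,000,000; inconclusive = under 30 cells or total GFP of 10,000,000 plus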
UTI89 phage lysis – inhibition of K1F phage lysis, E. coli UTI89, bacterial capsule biogenesis inhibitors, alamar blue (AID 488966) | hit rate 0.02% among 340,000 | E. coli UTI89 K1F phage lysis, alamar blue, 2 h; higher % means a stronger effect | inhibition, % at 100 µM; hits with a dose series show IC50 in µM;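 active = phage lysis inhibition, versus mean bacterial control, above a set limit; inconclusive = no clear call, values can overlap the other calls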;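 note: capsule biogenesis inhibitors block K1F phage lysis so surviving cells raise fluorescence; higher fluorescence means more inhibition of phage lysis; actives were called in the ten point dose series up to 300 µM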
RSV antiviral HEp-2 – inhibition of RSV-induced cytopathic effect – HEp-2 cells, primary 10 µM value included (AID 2391) | HEp-2 cells, RSV-induced CPE inhibition; higher % means a stronger effect | CPE inhibition, % at 10 µM; hits with a dose series show IC50 in µM | hit rate 0.13% among 310,000; in the data active = a potency from the dose series; inconclusive = CPE inhibition mostly from about 23% at the one dose, without a potency; inactive = the rest, 99 in 100 with CPE inhibition below about 21%; note: strong numbers were not always called active
WT yeast gro inh mutant strain – second read-out of WT yeast gro inh, no call of its own (marks repeat the call); inhibition, %; mitochondrial fusion phenotypic screen, mutant strain inhibition
Autophagy mod cell loss 18 h – further read-out of Autophagy mod, marked with its call; toxicity, %; measured here: cell loss, nuclei count;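 cell loss after 18 h compound exposure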
NTR1 agonist cell count 20 µM – also measured in NTR1 agonist; calls as there; cell count; measured here: cell count, cytotoxicity flag
Dengue-2 NS5 capping pilot replicate – further read-out of Dengue-2 NS5 capping, marked with its call; inhibition, %; measured here: pilot screen replicate inhibition
Numbers without * were called inactive; i = inactive; ? = inconclusive; nt = not tested or not shown; [ ] = dose if it differs, or a comment.

SMILES	Dengue-2 NS5 capping	NTR1 agonist	NTR1 agonist cell count 20 µM	AID2073	Autophagy mod	Autophagy mod cell loss 18 h	LYP inhibition	WT yeast gro inh	WT yeast gro inh mutant strain	GPR35 antagonists	UTI89 phage lysis	RSV antiviral HEp-2	others
O=C(NC(Cc1ccccc1)C(=O)Oc1ccc2c(C(F)(F)F)cc(=O)oc2c1)OCc1ccccc1 (centres undefined)	15%	nt	nt	?	i	5	-2%	-2	-2	-3%	-0.1%[50 µM]	0.8%
CCOC(=O)c1c(NC(=O)Cn2nc(C(=O)O)c3ccccc3c2=O)sc(CC)c1C	-9%	2.9	39	7%	i	-12	11%	1	5	7%	0.0%	2.2%
Fc1ccccc1CSc1nncn1NC/C=C/c1ccccc1	-5%	0.1	35	0%	i	-34	-5%	9	-6	6%	-0.2%	1.4%
CCN(CC)C(=O)COc1c(-c2ccco2)oc2ccccc2c1=O	3%	1.1	55	6%	nt	nt	-2%	nt	nt	11%	0.3%	1.3%
CO[C@@H]1[C@@H](OC(N)=O)[C@@H](O)C(Oc2ccc3c(O)c(NC(=O)c4ccc(O)c(CC=C(C)C)c4)c(=O)oc3c2C)OC1(C)C (some centres undefined)	-1%	1.5	44	nt	nt	nt	nt	nt	nt	nt	-7.4%	0.0%
CCC1CCCCN1C(=O)Nc1cc(Cl)ccc1OC (centres undefined)	nt	0.2	88	-3%	i	-19	0%	-2	-3	-7%	3.7%	3.8%
CN(Cc1ccon1)C(=O)CC1C(=O)NCCN1Cc1ccccc1C(F)(F)F (centres undefined)	8%	-0.8	71	-4%	nt	nt	-7%	nt	nt	-4%	0.2%	nt
O=C(NCCc1ccccc1)C(=O)NCC1OCCN1S(=O)(=O)c1ccccc1 (centres undefined)	-5%	1.9	77	-3%	nt	nt	-10%	nt	nt	-14%	0.4%[50 µM]	2.7%
CSCCC(NS(=O)(=O)c1ccc2c(c1)oc(=O)n2C)C(=O)NCc1ccccc1 (centres undefined)	-8%	0.7	49	10%	nt	nt	-6%	nt	nt	1%	0.4%[50 µM]	1.2%
Nc1nnc(Cc2ccc(Cl)cc2Cl)s1	1%	-1.6	82	2%	i	19	-4%	-9	-2	-12%	-0.1%	1.8%
Cc1cc(OCCNCCO)cc(C)c1Cl	-2%	0.3	46	11%	i	-4	-12%	-3	7	10%	0.8%	-2.5%
O=C(/C=C/c1ccc(Cl)cc1Cl)n1cccn1	-6%	8.7	65	-12%	i	-5	-7%	4	11	23%	-1.0%	3.1%
COc1ccc(S(=O)(=O)Nc2ccccc2OC)cc1C	-1%	-0.7	41	0%	i	13	-7%	-38	30	1%	0.2%	0.3%
O=C(NCCSCc1ccccc1)c1ccc(Cl)c(S(=O)(=O)N2CCOCC2)c1	-3%	1.7	70	-8%	i	-2	-8%	6	3	-14%	1.1%	20%
O=C(CCS(=O)(=O)Cc1ccccc1)Nc1ncc([N+](=O)[O-])s1	-6%	0.3	55	2%	nt	nt	-9%	nt	nt	-4%	-1.7%[50 µM]	0.6%
COc1ccc(OC)c(C(c2nnnn2CCc2ccccc2)N2CCN(c3ccccc3)CC2)c1 (centres undefined)	5%	2.9	40	6%	i	-2	-3%	16	-9	19%	0.0%	2.3%
COc1ccc(C(C)=O)cc1COC(=O)CCNS(=O)(=O)c1ccc(C)c(C)c1	1%	1.9	56	nt	nt	nt	nt	nt	nt	nt	0.4%[50 µM]	0.1%
CCN(CC)C(=O)c1cn(-c2ccccc2)nc1-c1ccc2c(c1)OCCO2	-3%	1.6	37	-1%	i	17	-8%	-1	-3	19%	1.5%	0.1%
O=C(Nc1cc(S(=O)(=O)N2CCOCC2)ccc1O)c1ccc(NS(=O)(=O)c2ccc(Cl)s2)cc1	2%	0.4	69	28%	i	-7	3%	-21	-14	-8%	-1.2%[50 µM]	4.3%
CSc1nn2c(C(F)(F)F)cc(C(F)(F)F)nc2c1C(N)=O	-7%	1.5	45	1%	nt	nt	-9%	nt	nt	15%	-0.8%	nt
CC(C)N(Cc1cc2ccccc2[nH]c1=O)C(=O)c1cccc([N+](=O)[O-])c1	-6%	-1.2	47	2%	nt	nt	-3%	nt	nt	5%	0.7%[50 µM]	0.5%
Cc1cccn2c(=O)c(C=NCc3ccccc3)c(NCCO)nc12	2%	0.5	42	-3%	i	12	-2%	9	0	16%	0.1%	0.1%
CCOC(=O)c1ccc(-c2c(-c3ccc4c(c3)OCO4)noc2C)cc1F	-2%	0.4	99	7%	nt	nt	-3%	nt	nt	12%	0.2%	-0.7%
COc1ccc(CCNC(=O)COc2ccc(S(=O)(=O)N3CCOCC3)cc2)cc1	3%	-1.1	37	2%	i	-2	4%	1	6	-17%	0.2%	2.3%
O=C(NCCNC(=O)c1ccc(Cl)cc1Cl)c1ccco1	0%	-1.3	51	6%	nt	nt	-13%	nt	nt	-7%	1.3%	1.1%
Cc1ccc(C(=O)CCC(=O)N2CCN(c3ccccc3O)CC2)cc1	2%	0.7	68	nt	nt	nt	nt	nt	nt	nt	1.5%[50 µM]	-0.4%
COc1ccc(C2=C(SC)CC2=NC(C)(C)C)cc1	-11%	nt	nt	2%	i	6	-9%	-3	4	3%	1.8%[50 µM]	-0.1%
O=C(COc1ccc(Cl)cc1Cl)N1CCN(c2ccccn2)CC1	-1%	3.7	51	-6%	i	13	-5%	12	18	-3%	3.6%	3.4%
O=C(c1ccc(=O)n(Cc2ccccc2)n1)N1CCN(C/C=C/c2ccccc2)CC1	1%	0.0	82	-3%	i	-7	-3%	0	11	-17%	-0.5%	11%
CC(=O)Nc1cc2ccccc2oc1=O	-8%	-1.3	89	-5%	i	4	-7%	-1	10	2%	-0.1%	0.4%

Some of these compounds in order of SMILES length, falling:
SMILES	Dengue-2 NS5 capping	NTR1 agonist	NTR1 agonist cell count 20 µM	AID2073	Autophagy mod	Autophagy mod cell loss 18 h	LYP inhibition	WT yeast gro inh	WT yeast gro inh mutant strain	GPR35 antagonists	UTI89 phage lysis	RSV antiviral HEp-2	others
CSCCC(NS(=O)(=O)c1ccc2c(c1)oc(=O)n2C)C(=O)NCc1ccccc1 (centres undefined)	-8%	0.7	49	10%	nt	nt	-6%	nt	nt	1%	0.4%[50 µM]	1.2%
COc1ccc(CCNC(=O)COc2ccc(S(=O)(=O)N3CCOCC3)cc2)cc1	3%	-1.1	37	2%	i	-2	4%	1	6	-17%	0.2%	2.3%
O=C(NCCc1ccccc1)C(=O)NCC1OCCN1S(=O)(=O)c1ccccc1 (centres undefined)	-5%	1.9	77	-3%	nt	nt	-10%	nt	nt	-14%	0.4%[50 µM]	2.7%
CCOC(=O)c1ccc(-c2c(-c3ccc4c(c3)OCO4)noc2C)cc1F	-2%	0.4	99	7%	nt	nt	-3%	nt	nt	12%	0.2%	-0.7%
Cc1ccc(C(=O)CCC(=O)N2CCN(c3ccccc3O)CC2)cc1	2%	0.7	68	nt	nt	nt	nt	nt	nt	nt	1.5%[50 µM]	-0.4%
O=C(COc1ccc(Cl)cc1Cl)N1CCN(c2ccccn2)CC1	-1%	3.7	51	-6%	i	13	-5%	12	18	-3%	3.6%	3.4%
Fc1ccccc1CSc1nncn1NC/C=C/c1ccccc1	-5%	0.1	35	0%	i	-34	-5%	9	-6	6%	-0.2%	1.4%
Cc1cc(OCCNCCO)cc(C)c1Cl	-2%	0.3	46	11%	i	-4	-12%	-3	7	10%	0.8%	-2.5%

(cont.)
SMILES	Dengue-2 NS5 capping	NTR1 agonist	NTR1 agonist cell count 20 µM	AID2073	Autophagy mod	Autophagy mod cell loss 18 h	LYP inhibition	WT yeast gro inh	WT yeast gro inh mutant strain	GPR35 antagonists	UTI89 phage lysis	RSV antiviral HEp-2	others
CCOc1ccc2c(c1)-c1c(ssc1=S)C(C)(C)N2	-2%	21	48	-8%	i	-1	6%	28	38	2%	0.0%	-1.7%
O=C(Nc1c(C(=O)N2CCOCC2)oc2ccccc12)c1cccc([N+](=O)[O-])c1	-6%	4.0	73	0%	nt	nt	-6%	nt	nt	4%	0.2%	0.0%
C/C(=N\Nc1nc2ccccc2[nH]1)c1ccc(Cl)s1	1%	6.6	81	14%	i	10	-2%	32	58	-13%	15%[50 µM]	0.3%
O=C(O)COc1ccccc1/C=N/Nc1ccc(S(=O)(=O)Nc2ccc(Cl)cc2)cc1[N+](=O)[O-]	37µM*	0.3	29	41%	i	-3	9%	8	20	2%	-0.1%	-2.4%
CCOC(=O)c1cccc(S(=O)(=O)N(CCO)Cc2cc3cc(OC)ccc3[nH]c2=O)c1	-1%	2.6	70	?	i	2	-5%	22	18	12%	0.8%	1.4%
COc1ccc(-c2cc(C(=O)Nc3ccc(F)cc3F)no2)cc1	-10%	-0.1	94	7%	nt	nt	-14%	nt	nt	3%	0.2%	0.6%
CCc1ccccc1NC(=O)C(Cc1ccccc1)c1nn[nH]n1 (centres undefined)	5%	-0.3	80	2%	nt	nt	-6%	nt	nt	12%	0.2%	0.0%
Cc1c(CCC(=O)O)c(=O)oc2cc(OCc3ccccc3Br)ccc12	10%	1.2	98	-10%	nt	nt	-3%	nt	nt	-3%	-0.2%	0.2%
c1ccc(COc2cccc(CN3CCc4ccccc4C3)c2)cc1	-8%	2.0	73	12%	nt	nt	-2%	nt	nt	-9%	-0.1%	-0.8%
CN(CC(=O)Nc1ccccc1C(F)(F)F)C(=O)C1CCN(C(=O)c2ccc(Cl)cc2)CC1	-2%	0.1	57	nt	nt	nt	nt	nt	nt	nt	1.2%[50 µM]	5.7%
CCOC(=O)N1CCN(C(=O)CN(c2ccc(OC)cc2)S(C)(=O)=O)CC1	-4%	0.0	82	6%	i	0	-1%	-28	-3	-1%	0.7%	-0.3%	Dengue-2 NS5 capping pilot replicate=0.9
O=C(CNS(=O)(=O)c1cccs1)N1CCCC1	-5%	-0.1	53	12%	i	2	-6%	-14	-33	10%	0.2%	0.7%
Cc1nc(SCC(=O)Nc2ccc(OCc3ccccc3)cc2)n[nH]1	-9%	0.0	33	?	i	23	-10%	14	3	-3%	0.0%	1.6%
CC1Cn2c(nc3sc4c(c3c2=O)CCC4)N1CCO (centres undefined)	9%	2.2	87	3%	i	22	-5%	0	4	4%	0.4%	1.7%
CC(NC(=O)CCn1c(=S)[nH]c2ccsc2c1=O)c1ccccc1 (centres undefined)	1%	-0.1	64	-14%	i	3	-6%	-2	-8	-6%	0.2%	6.4%
CCC(=O)Oc1ccc(C(=O)Nc2ccc([N+](=O)[O-])cc2)cc1	-5%	1.4	63	11%	i	3	-2%	-6	-8	-12%	0.7%	10%
